HP1b chromo inh: HP1-beta chromodomain-methylated histone interaction inhibition; Potency, µM (doses to about 114 µM), for inactives: at the top dose activity change, negative = inhibition, hits mostly inhibitors; AlphaScreen HP1-beta / biotin-H3K9me3 peptide binding; 0.56% of 390,000 active; P83916; also: nearly all actives have a fitted effect of over 70% in size; inactives centre near 23
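Compound inhibition of the preformed complex between 50 nM HP1-beta and 50 nM biotinylated H3K9me3 peptide was read by AlphaScreen. Buffer was PBS pH 7.4 with 0.01% Tween-20. Incubations ran 30 min at room temperature, with 10 ug/mL donor/acceptor beads.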
Pin1 inhibitor: blocks the human prolyl isomerase Pin1; Q13526; Pin1 FP peptide displacement, HiFluor488, 10 min; Potency, µM (titrated, usually from 115 µM), without a hit: top-dose activity, negative = inhibition, hits mostly inhibitors; 0.009% of 390,000 active; AID 504891; active = well fitted inhibition curve with a large enough effect in the polarisation, with a control signal flat, not every such curve was filed as active; inconclusive = small, poorly fitted or top-dose-only effect, or effect the other way, or a change in a side signal; inactive = no such curve, though single readings can be large or run the other way; the % refers to the polarisation; also: % is scaled to controls: 0 for no effect and ±100 for the full control effect
Target sequence (Q13526 whole entry, looked up): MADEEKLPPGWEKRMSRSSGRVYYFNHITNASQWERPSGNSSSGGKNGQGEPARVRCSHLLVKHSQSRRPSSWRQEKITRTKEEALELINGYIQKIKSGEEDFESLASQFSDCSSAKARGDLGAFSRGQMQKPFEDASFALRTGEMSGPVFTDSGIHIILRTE
BLM inh: inhibitors of human Bloom syndrome helicase BLM | recombinant BLM DNA unwinding, fluorescence dequenching | Potency, µM (series often up to 56.1 µM), inactives show at the top dose activity change, negative = inhibition, hits mostly inhibitors | 0.2% of 350,000 active | AID 2528;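 also: plate controls were vehicle for no effect and no enzyme for full effect; nearly all actives have a fitted effect of over 35% in size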
PGK inhibitor: blocks T. brucei phosphoglycerate kinase | P07378 | PGK/GAPDH coupled, Kinase-Glo luminescence, 60 min | Potency, µM (highest dose often 57.5 µM), inactives show at the highest dose activity change, negative = inhibition, actives largely listed as inhibitors | 0.043% of 380,000 active; also: % is scaled to controls: 0 for no effect and ±100 for the full control effect; nearly all actives have a fitted effect of over 60% in size
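Recombinant glycosomal PGK reaction used 1,3-bisphosphoglycerate generated in-well by GAPDH (100nM final) in 100mM TEA pH 7.6, 5mM MgCl2, 0.01% Tween-20. After 60 minutes at room temperature, ATP was read by Kinase-Glo Plus luminescence end-point.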
JMJD2A Tudor inh: blocks the human JMJD2A Tudor domain; O75164; Potency, µM (series often up to 114 µM), inactives show at the top dose activity change, negative = inhibition, most hits filed as inhibitors; AlphaScreen JMJD2A-Tudor / H3K4me3 peptide binding; 4.4% of 390,000 active; AID 504339; also: % is scaled to controls: 0 for no effect and ±100 for the full control effect; nearly all actives have a fitted effect of over 50% in size
BAZ2B inh: inhibitors of human BAZ2B bromodomain; AID 504333; AlphaScreen BAZ2B-H3K14Ac peptide displacement; 4.4% of 360,000 active; Q9UIF8; Potency, µM (titrated, usually from 114 µM), for inactives: at the top dose activity change, negative = inhibition, usual class: inhibitors; also: % is scaled to controls: 0 for no effect and ±100 for the full control effect; nearly all actives have a fitted effect of over 60% in size
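BAZ2B (50 nM) with biotin-H3(5-23)K14Ac peptide (50 nM) in PBS pH 7.4, 0.01% Tween-20, preformed 30 min, then compound 30 min at room temperature; top concentration 110uM. AlphaScreen streptavidin donor/nickel chelate acceptor beads (10 ug/mL final), 20 min dark, signal read.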
G9a block: blocks human histone lysine methyltransferase G9a | G9a H3K9 monomethylation, AlphaScreen, 2 h | AID 504332 | Potency, µM (top dose mostly 102 µM), for inactives: at the top dose activity, negative = inhibition, usual class: inhibitors | Q96KQ7 | 8.8% of 350,000 active; also: % is scaled to controls: 0 for no effect and ±100 for the full control effect; nearly all actives have a fitted effect of over 75% in size
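Methyltransferase reactions run at room temperature for 2 h (20 nM enzyme, 500 nM biotin-H3K9 peptide, 20 uM SAM) after a 15 min compound preincubation; product detected by AlphaScreen beads and anti-H3K9me1 antibody.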
GLS inhibitor: blocks human kidney-isoform glutaminase activity. O94925. GLS enzymatic activity, qHTS titration. Potency, µM (series often up to 45.5 µM), inactives show at the highest dose activity change, negative = inhibition, hits mostly inhibitors. 0.21% of 410,000 active. AID 624170; also: % is scaled to controls: 0 for no effect and ±100 for the full control effect
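Assay buffer: 45 mM KH2PO4 pH 8.2, 0.02% Tween-20. hKGA acts on L-glutamine (1 mM solution added); product glutamate is reported by an oxidase/peroxidase Amplex Red coupling, with fluorescence taken at baseline and 30 min.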
Pol iota inh: DNA polymerase iota (human) inhibition; Pol iota fluorescent replication assay, 10 min; Potency, µM (highest dose often 115 µM), without a hit: at the top dose activity, negative = inhibition, most hits filed as inhibitors; 1% of 390,000 active
Target sequence (Q9UNA4 whole entry, looked up): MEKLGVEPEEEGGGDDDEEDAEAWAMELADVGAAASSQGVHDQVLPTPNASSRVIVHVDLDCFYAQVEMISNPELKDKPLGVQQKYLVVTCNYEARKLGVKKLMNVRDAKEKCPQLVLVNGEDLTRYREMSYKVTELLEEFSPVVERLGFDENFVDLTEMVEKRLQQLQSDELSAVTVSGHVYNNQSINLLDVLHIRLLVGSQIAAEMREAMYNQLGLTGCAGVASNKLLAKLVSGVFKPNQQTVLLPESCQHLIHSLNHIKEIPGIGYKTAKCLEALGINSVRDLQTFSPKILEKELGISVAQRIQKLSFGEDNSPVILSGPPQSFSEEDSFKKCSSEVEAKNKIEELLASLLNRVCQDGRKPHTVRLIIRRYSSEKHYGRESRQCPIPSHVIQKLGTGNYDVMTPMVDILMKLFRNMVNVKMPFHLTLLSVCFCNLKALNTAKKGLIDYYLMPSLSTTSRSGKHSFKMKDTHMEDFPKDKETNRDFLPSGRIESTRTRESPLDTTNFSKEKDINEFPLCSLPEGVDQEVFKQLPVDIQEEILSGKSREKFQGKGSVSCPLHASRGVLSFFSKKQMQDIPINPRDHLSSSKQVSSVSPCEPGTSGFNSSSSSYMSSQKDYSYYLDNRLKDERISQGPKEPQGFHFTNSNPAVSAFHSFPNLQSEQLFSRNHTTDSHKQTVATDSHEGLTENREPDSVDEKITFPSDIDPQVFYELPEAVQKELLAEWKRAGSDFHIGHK
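Fluorescent replication assay read twice, at 0 min and 10 min after adding 50 nM (final) substrate. Enzyme (10 nM) and compounds were first incubated 15 min at room temperature; enzyme-free buffer wells were negative controls.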
Starred values were filed as active, the others as inactive; i = inactive; ? = inconclusive; nt = no result given; [ ] = another dose, or the depositor's remark. Unless noted, calls follow the shape of the dose curve; as a rule, active = well fitted curve in the direction sought with a large enough effect; inconclusive = small, poorly fitted or top-dose-only effect, or another doubt; inactive = no such curve, though single readings can be large; an effect the other way counts as inactive or inconclusive. Potency is read from the fitted curve at half-maximal effect. Only part of the results is shown (hit frequency here may not be typical).

SMILES,PGK inhibitor,Pol iota inh,GLS inhibitor,HP1b chromo inh,BAZ2B inh,Pin1 inhibitor,G9a block,JMJD2A Tudor inh,BLM inh
CCCS(=O)(=O)N1CCCC(C(=O)NCC2CCCO2)C1 (centres undefined),-6%,19%,8%,26%,4%,0%,21%[12.7 µM],6%,-2%
COC(=O)c1sccc1NC(=O)Nc1cc(C)ccc1OC,0%,10%,5%,25%,-18%,0%,-1%,-18%,-9%
CC(=O)C1=C(NC(=O)c2ccc(C(F)(F)F)cc2)C[C@@H]2[C@H]1C2(C)C,-9%,-2%,22%,26%,-17%,1%,-8%[59 µM],-9%,-4%
O=C(Nc1ccc2oc(-c3cccnc3)nc2c1)c1ccc(-c2ccccc2)o1,-12%,?,-12%,-20%,?,91%[activator],11µM*,?,-12%
Cc1nc(SCC(=O)Nc2nnc(C(C)C)s2)n[nH]1,-4%,37%[activator],?,-4%,2%,-4%,5%,-21%,3%
COc1cc2c(cc1OC)CN(c1ccc([N+](=O)[O-])cc1C#N)CC2,i,10%,6%,?,?,6%,?,?,-12%
CC(=O)Nc1ccc(NC(=O)C2CCN(S(=O)(=O)c3ccc4c(c3)OCCO4)CC2)cc1,i,9%,-10%,28%,13%,2%,18µM*,-5%,nt
O=S(=O)(c1cccs1)N1CCC(CO)(Cc2ccc(Cl)cc2)CC1,-6%,7%,-3%,22%,-3%,-3%,-2%,-6%,-9%
Nn1c(SCC(=O)NC2CCCCC2)nnc1C1CC1,-7%,1%,2%,28%,-4%,?,?,-23%,0%
C=CCNc1nc(Nc2ccccc2F)nc(OCC)n1,5%,12%,8%,35%,-10%,-1%,-5%[59 µM],-3%,-11%
COc1cccc(C2=CC(c3cccc(OC)c3OC(F)F)n3nnnc3N2)c1 (centres undefined),?,0%,10%,40%,21%,9%,6%[12.7 µM],14%,3%
S=C(NCC1CCCO1)Nc1cccc2ccccc12 (centres undefined),-8%,3%,-7%,10%,-14%,-2%,5%,-16%,0%
CN(C1CCCCC1)S(=O)(=O)c1ccc(F)c(C(=O)Nc2ccc(C(F)(F)F)cc2)c1,-5%,19%,-8%,52%[activator],8%,1%,13%[59 µM],-8%,-11%
CC(C)COc1cccc(C(=O)NC(=S)NCc2cccnc2)c1,-6%,10%,2%,-16%,-35%,5%,45µM*,?,-4%
COc1ccc2c(CC#N)c[nH]c2c1,-9%,53%[activator],-2%,21%,-38%,8%,-5%[12.7 µM],-13%,-2%
COc1ccc(CC(NC(C)=O)C(=O)N2CCN(C(=O)N(C(C)C)C(C)C)CC2)cc1 (centres undefined),-2%,36%[activator],-4%,35%,15%,-5%,?,-6%,-3%
Cc1ccc(C)c(NC(=O)CCC(=O)N/N=C/c2cccnc2)c1,-9%,23%,-18%,49%[activator],-6%,-3%,18%[0.501 µM],-1%,-2%
Cc1ccccc1Cn1c(=O)n(Cc2ccc(Cl)cc2)c(=O)c2cccnc21,1%,-6%,-8%,57%[activator],15%,0%,22%[59 µM],34%,-7%
Cc1ccccc1NC(=O)COc1ccc(S(=O)(=O)N2CCCC2)cc1C,-9%,24%,0%,10%,-10%,1%,46%,-6%,-5%
Cc1ccc2[nH]c(=O)c(CN(Cc3nnnn3C3CCCC3)C3CCCCC3)cc2c1,nt,17%,-2%,37%[activator],7%,6%,-3%[59 µM],-9%,-2%
CC(C)OCCCNC(=O)CN1C(=O)CC(C)(C)S(=O)(=O)c2ccccc21,-5%,4%,3%,57%[activator],-1%,4%,-16%,-6%,3%
O=c1c2[nH]c3ccccc3c2ncn1Cc1ccncc1,-6%,?,-3%,46%[activator],-3%,-3%,13%,-9%,1%
COc1cccc(OC)c1C(=O)Nc1ccc(C)cc1C(=O)c1ccccc1,-9%,7%,4%,-11%,-11%,4%,-1%[59 µM],-28%,1%
Brc1cc2c(cc1CSc1ncccn1)OCO2,-3%,6%,-2%,108%[activator],42%[activator],-2%,23%,51%[activator],-4%
O=C(c1n[nH]c(=O)c2ccccc12)N1CCN(S(=O)(=O)c2ccccc2Cl)CC1,-6%,-5%,7%,32%[activator],33%[activator],7%,-27%[59 µM],2%,nt

Nothing new here: 2 of the compounds above.
SMILES,PGK inhibitor,Pol iota inh,GLS inhibitor,HP1b chromo inh,BAZ2B inh,Pin1 inhibitor,G9a block,JMJD2A Tudor inh,BLM inh
Brc1cc2c(cc1CSc1ncccn1)OCO2,-3%,6%,-2%,108%[activator],42%[activator],-2%,23%,51%[activator],-4%
O=C(c1n[nH]c(=O)c2ccccc12)N1CCN(S(=O)(=O)c2ccccc2Cl)CC1,-6%,-5%,7%,32%[activator],33%[activator],7%,-27%[59 µM],2%,nt

(more compounds)
SMILES,PGK inhibitor,Pol iota inh,GLS inhibitor,HP1b chromo inh,BAZ2B inh,Pin1 inhibitor,G9a block,JMJD2A Tudor inh,BLM inh
CCOC(=O)C1CCN(C(=O)COc2ccc(Cl)cc2)CC1,-4%,12%,-11%,33%,8%,0%,19%[0.0925 µM],-4%,-4%
CN(C)C1(CNC(=O)C2CCN(S(=O)(=O)c3cc(Cl)ccc3Cl)CC2)CCCCC1,4%,2%,11%,6%,-3%,5%,nt,-2%,-8%
O=C(Cn1cc(S(=O)(=O)Cc2ccc(F)cc2)c2ccccc21)NCc1ccccc1,-1%,-3%,-11%,8%,-1%,10%,-4%[59 µM],-26%,-3%
CN(CCc1ccccn1)C(=O)CCC1CCCN(C(=O)CCOc2ccccc2)C1 (centres undefined),-1%,-23%,-1%,34%,3%,-3%,15%,-13%,0%
Cc1cc(C)c(OCCCCN2CCC(C)CC2)c(Br)c1,-5%,125%[activator],-17%,?,?,1%,-47%,5µM*,-1%
Cc1ccc(-n2nnnc2-c2cnc3cc4c(cc3c2C)OCO4)cc1,-2%,2%,-7%,22%,-24%,7%,3%[2.33 µM],-18%,3%
CCCCOC(=O)Cn1c(=O)c2c(nc3n2CCCCN3c2ccc(C)cc2)n(C)c1=O,-8%,25%,-2%,11%,-30%,-1%,-6%,-32%,-4%
Cc1nn(-c2cccc(C(F)(F)F)c2)c(Cl)c1/C=N/n1cnnc1,-9%,12%,-4%,33%,-3%,?,-10%[2.33 µM],-10%,0%
Cc1cc(C(=O)Cn2cc(C(F)(F)F)ccc2=O)c(C)n1CC1CCCO1 (centres undefined),0%,17%,3%,13%,-7%,8%,10%[59 µM],-15%,nt
Cc1nc(CNC(=O)C2CCC(=O)N(Cc3cccc(F)c3)C2)sc1C (centres undefined),-3%,16%,3%,13%,2%,-9%,nt,-13%,0%
CCc1ccccc1N(C)C(=O)c1cc2c(s1)-c1c(C)cccc1OC2,-7%,9%,0%,150%[activator],116%[activator],14%,174%[activator][59 µM],104%[activator],-11%
O=C(CSc1nc2ccccc2o1)Nc1nc2c(s1)CCCC2,0%,-7%,-4%,-6%,nt,?,nt,?,nt
CC1(C)Cc2ccccc2C(=O)N1,5%,8%,8%,38%,8%,-5%,6%[59 µM],-4%,0%
Cc1cnc(NC(=O)c2ccc3ncsc3c2)s1,-8%,-1%,0%,28%,-2%,?,-35%,-11%,nt
FC(F)(F)c1nc2ccccc2c2nc3ccccc3n12,-11%,20%,2%,25%,6%,0%,-10%,12%,6%
CCN1CCN(C(=O)CN(c2ccccc2C)S(C)(=O)=O)CC1,i,?,1%,54%[activator],8%,0%,3%[12.7 µM],16%[57.1 µM],-2%
O=C(Oc1ccc(Br)cc1)C1CC(=O)N(c2ccc(F)cc2)C1 (centres undefined),1%,2%,11%,27%,13%,3%,3%[12.7 µM],20%,0%
Cc1ccc(NCc2nnc(SCC(=O)O)n2-c2ccc(C)cc2)cc1,0%,34%[activator],-12%,30%,-35%,0%,-5%,-14%,-4%
Cc1ccc(NC(=O)CCCc2nnc3n(C)c(=O)c4sccc4n23)cc1F,-3%,?,0%,24%,-8%,0%,3%[59 µM],-1%,3%
Cc1ccc(C2=NOC3(CC(=O)N(c4ccc(C)cc4)C3=O)C2)cc1 (centres undefined),1%,260%[activator],10%,29%,-3%,-2%,nt,3%,-4%
O=C(CN1C(=O)NC2(CCCC2)C1=O)OCc1ccc(Br)cc1,3%,13%,0%,7%,12%,-9%,-22%,-13%,nt
CC(C)N(CCO)C(=O)CCc1nnc(Cc2cccc(C(F)(F)F)c2)o1,2%,7%,0%,22%,-3%,-8%,2%,-3%,-2%
Cc1ccc(NC(=O)CSc2nc(N)c3c4c(sc3n2)CSC(C)(C)C4)cc1,-6%,-15%,-2%,16%,-34%,17%,19%[59 µM],-9%,-9%

Single records, from the list above. Order of screens: PGK inhibitor | Pol iota inh | GLS inhibitor | HP1b chromo inh | BAZ2B inh | Pin1 inhibitor | G9a block | JMJD2A Tudor inh | BLM inh
Record of Cc1ccc(NC(=O)CCCc2nnc3n(C)c(=O)c4sccc4n23)cc1F = -3% | ? | 0% | 24% | -8% | 0% | 3%[59 µM] | -1% | 3%
Record of Cc1nn(-c2cccc(C(F)(F)F)c2)c(Cl)c1/C=N/n1cnnc1 = -9% | 12% | -4% | 33% | -3% | ? | -10%[2.33 µM] | -10% | 0%
Record of Cc1ccc(NC(=O)CSc2nc(N)c3c4c(sc3n2)CSC(C)(C)C4)cc1 = -6% | -15% | -2% | 16% | -34% | 17% | 19%[59 µM] | -9% | -9%

Screens as filed in PubChem BioAssay.
